CHRM1 PAM: human M1 muscarinic receptor positive allosteric modulators, primary screen, CHO-K1 cells, Fluo-8 calcium fluorescence, 1536-well; Muscarinic acetylcholine receptor M1 (Homo sapiens), P11229; CHO-K1 hM1, ACh EC20; 0% = ACh EC20, 100% = maximal ACh; activation, % at 3 µM; 360,000 compounds, 0.088% hits; in the data active means activation above about 19%, passing the limit was not always enough
Target sequence (P11229 whole entry, looked up): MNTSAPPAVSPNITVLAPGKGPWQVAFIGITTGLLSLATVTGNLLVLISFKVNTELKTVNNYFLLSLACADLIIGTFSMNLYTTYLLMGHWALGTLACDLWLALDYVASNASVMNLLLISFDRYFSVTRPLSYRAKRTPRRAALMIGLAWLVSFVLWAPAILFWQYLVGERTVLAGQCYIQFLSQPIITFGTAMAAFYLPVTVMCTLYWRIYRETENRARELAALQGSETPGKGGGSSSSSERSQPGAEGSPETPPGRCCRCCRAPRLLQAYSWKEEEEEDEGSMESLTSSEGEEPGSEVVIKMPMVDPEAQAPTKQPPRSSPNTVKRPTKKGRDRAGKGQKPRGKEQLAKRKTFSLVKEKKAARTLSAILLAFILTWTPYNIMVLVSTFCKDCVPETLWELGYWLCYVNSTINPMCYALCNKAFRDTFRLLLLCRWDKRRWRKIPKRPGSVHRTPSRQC
CHRM1 antagonist: human M1 muscarinic receptor antagonists, primary screen, CHO-K1 cells, Fluo-8 calcium fluorescence, 1536-well; CHO-K1 hM1, ACh EC80 antagonist; inhibition, % at 3 µM; 360,000 compounds, 1.3% hits; AID 588852, 2011;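 active means percent inhibition above its own plate's cutoff, namely the mean of that plate's compound wells plus 3 SD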;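 further: peak over basal fluorescence ratio during 140 s after agonist addition; 0% = ACh EC80 plus DMSO and 100% = DMSO alone without agonist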
CHO-K1 Ca antag: M1 antagonist counterscreen hit in parental CHO-K1 cells; AID 602250; ATP-induced calcium, Fluo-8 fluorescence; inhibition, % at 3 µM; 360,000 compounds, 0.6% hits;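 active means inhibition above a per-plate cutoff, the plate's mean sample inhibition plus 3 SD, cut at about 24% in these data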;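 further: 0% = DMSO plus EC80 ATP and 100% = DMSO alone without ATP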
TAAR1 agonist: human TAAR1 agonists, primary screen, Fluo-8 calcium fluorescence, CHO RD-HGA16 cells | vehicle wells 0%, saturating PEA agonist 100% | activation, % at 3 µM | 360,000 compounds, 0.99% hits | Trace amine-associated receptor 1 (Homo sapiens), Q96RJ0 | AID 624467, 2012;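 active means activation above the mean activation of all test compounds in the run plus 3 SD, cut at about 38% in these data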
Target sequence (Q96RJ0 whole entry, looked up): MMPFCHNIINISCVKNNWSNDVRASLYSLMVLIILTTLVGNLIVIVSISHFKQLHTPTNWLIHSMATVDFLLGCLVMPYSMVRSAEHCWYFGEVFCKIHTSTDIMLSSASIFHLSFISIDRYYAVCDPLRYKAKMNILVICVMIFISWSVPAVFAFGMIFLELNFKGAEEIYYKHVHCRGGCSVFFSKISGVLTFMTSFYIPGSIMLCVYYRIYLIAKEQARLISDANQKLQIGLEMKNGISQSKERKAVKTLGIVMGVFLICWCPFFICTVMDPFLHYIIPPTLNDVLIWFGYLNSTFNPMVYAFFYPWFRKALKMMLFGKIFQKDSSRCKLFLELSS
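Assay system: CHO-derived RD-HGA16 cells with stable Gα16 and human TAAR1; timing: 17-24 h seeding, 75 min 37 °C dye, 30 min RT; read-out: % activation from peak over basal fluorescence ratio, DMSO-to-PEA scaled; measured by: kinetic Fluo-8 calcium fluorescence; benchmarks: low control DMSO, high control PEA (EC100); doses: 3 µM single concentration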
CHRM1 agonist: human M1 muscarinic receptor agonists, primary screen, Fluo-8 calcium fluorescence, CHO-K1 cells, HTS. Muscarinic acetylcholine receptor M1 (Homo sapiens), P11229. CHO-K1 hM1, agonist mode; 0% DMSO, 100% acetylcholine EC100. activation, % at 3 µM. 360,000 compounds, 0.33% hits;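 active means activation above the run's mean compound activation plus 3 SD, cut at about 16% in these data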;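 further: peak over basal fluorescence ratio within a 140 s kinetic read after compound addition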
TAAR1 antag: human TAAR1 antagonists, primary screen, Fluo-8 calcium fluorescence, CHO RD-HGA16 cells. antagonist. inhibition, % at 3 µM. 360,000 compounds, 1.5% hits. Trace amine-associated receptor 1 (Homo sapiens), Q96RJ0;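 active means inhibition above a per-plate cutoff, the mean inhibition of test compounds on that plate plus 3 SD, cut at about 49% in these data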;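 further: 0% = DMSO plus EC80 beta-PEA response and 100% = DMSO alone without agonist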
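Test system: CHO RD-HGA16 cells bearing hTAAR1 | Reagent: β-PEA, EC80 | Compound dosing: 3 µM, single point | Schedule: Dye loading 75 min at 37 °C, then 30 min room temperature | Signal: Calcium fluorescence with Fluo-8 | Evaluation: Percent inhibition of PEA-evoked calcium signal, max/basal emission ratio | Control set: DMSO-only wells and EC80 β-PEA-stimulated wells | Repeats: Singlicate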
CHO parental Ca: ATP-evoked calcium signal inhibitors, parental CHO, primary screen, counter-screen for OX1R antagonist project, cell-based, fluorescence, Fluo-8 calcium dye | parental CHO-K1, ATP-induced calcium, Fluo-8 fluorescence | inhibition, % at 5.6 µM | 330,000 compounds, 0.63% hits | AID 463079, 2010;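 active means inhibition above that plate's mean sample inhibition plus 3 SD, cut at about 26% in these data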;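 further: 0% = ATP-challenged DMSO wells and 100% = DMSO wells without ATP; some compounds past the cut are filed as inactive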
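Material: Parental CHO cells | Reagent: ATP | Compound dosing: Single nominal dose of 5.6 µM per compound | Detection: Intracellular calcium via Fluo-8 no-wash fluorescent dye | Read-out: % inhibition of ATP-induced calcium mobilization | Benchmarks: Low control ATP plus DMSO, high control DMSO only | Replicates: Singlicate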
CHO-K1 Ca PAM: nonselective calcium activators in parental CHO-K1 cells, primary screen, counter-screen for M1 PAM project, cell-based, Fluo-8 calcium fluorescence, full deck, 1536-well; ATP EC20; 0% at ATP EC20, 100% at ATP max; activation, % at 3 µM; AID 602247, 2012; 360,000 compounds, 0.02% hits;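 active means activation above the run cutoff, the mean activation of all test compounds plus 3 SD, cut at about 40% in these data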;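 further: peak over basal fluorescence ratio in a 140 s read after ATP addition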
M1 ag parental: counter-screen for M1 agonists: effect in parental CHO-K1 cells; Fluo-8 calcium fluorescence; scaled to maximal ATP response, vehicle zero; activation, % at 3 µM; 360,000 compounds, 0.48% hits; in the data active means activation above about 15%;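 further: untransfected CHO-K1 host cells lacking M1 receptor as counterscreen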
* = called active by the depositor; x = not tested or not shown.

mol	CHRM1 PAM	CHRM1 antagonist	CHO-K1 Ca antag	TAAR1 agonist	CHRM1 agonist	TAAR1 antag	CHO parental Ca	CHO-K1 Ca PAM	M1 ag parental
CC(C)C(=O)Nc1nnc(Cc2c[nH]c3ccccc23)s1	10	-13	-5	1	-3	-31	-15	28	1.6
CN1CCN(C(=O)c2ccc(-c3ccc(F)c(F)c3)c3ccoc23)CC1	17	-20	1	-1	-2	-16	x	14	0.2
CC(C)(C#N)C(C)(C)c1nn[nH]n1	5	-8	5	5	-3	-4	-4	7	0.4
CCCC[C@@H]1C=C(C(=O)O)[C@H](c2ccc(Br)cc2)N1S(=O)(=O)c1ccc(C)cc1	9	-3	23	0	-1	-9	-20	-7	0.1
COc1ccc(-c2nc(CS(=O)CC(=O)NC3CCCCC3C)c(C)o2)cc1 (stereo unspecified)	0	4	1	2	-3	-9	-20	-3	0.7
O=C(C1CCN(S(=O)(=O)Cc2ccccc2)CC1)N1CCN(c2ncccn2)CC1	4	-17	-14	3	-4	-6	10	21	0.5
CC(=O)Nc1ccc(NC(=O)/C=C/c2ccc(Cl)cc2)cc1	10	-9	-4	6	-2	13	-1	13	2.6
COc1cc(OC)cc(C(=O)N2CCN(S(=O)(=O)c3ccc(Cl)s3)CC2)c1	8	-1	-11	4	5	9	-23	6	2.2
O=C(Cn1ncc2c3ccccc3n(Cc3ccccc3F)c2c1=O)NCCCN1CCCC1=O	1	-4	-10	4	-3	-7	-17	13	1.0
CCn1c(=O)c(C(=O)NCCc2ccccc2)c(O)c2ccccc21	3	-4	-2	0	-3	-16	-43	3	0.9
O=C(C/C=N/OCc1ccc(Cl)cc1)c1cnc(-c2ccccc2)s1	1	-17	-1	0	-3	-7	-2	4	-0.2
Cc1cc(C)c(C(=O)C(C)OC(=O)c2ccc(Cl)nc2)cc1C (stereo unspecified)	-6	4	-7	2	-3	-1	-24	4	1.2
Cn1c(=O)c2c(nc(CN3CCc4ccccc4C3)n2Cc2ccccc2F)n(C)c1=O	7	-5	-4	2	-4	-21	-28	12	-0.3
CCC(CC)c1nc(C(N)=O)c2[nH]c(=O)n(-c3ccc(OC)c(OC)c3)c2n1	15	-18	4	4	1	-13	-7	24	-0.2
CCSC1OC(C(COC(C)=O)OC(C)=O)C(OC(C)=O)C1NC(C)=S (stereo unspecified)	0	2	-5	3	-1	-19	x	-9	-0.3
COc1cc(/C=N/NC(=O)c2ccccc2Cl)ccc1Oc1ccc([N+](=O)[O-])cn1	-8	7	-1	2	-5	19	-5	-8	1.0
CCOc1ccc(-c2nnc(SCC(=O)N3CCCC3)o2)cc1	2	0	-4	-2	-3	4	10	-11	0.7
O=C(CCc1ccccc1)Nc1c(F)c(F)c(F)c(F)c1F	8	-11	-4	-1	-4	-12	x	2	-0.1
CCc1nnc(NC(=O)[C@@H](NS(=O)(=O)c2ccc3c(c2)OCCO3)C(C)C)s1	0	4	2	0	-4	-12	x	2	-0.3
COc1cccc(-c2ccc(SCC(=O)NC3CCCC3)nn2)c1	8	-13	-6	0	-2	-5	-14	25	1.1
COc1ccc2[nH]c3c(c2c1)CCN1C(=O)C(CC(=O)NCCCN(C)C)C[C@H](C(=O)N2CCCCC2)[C@@]31CCc1ccccc1 (stereo partly specified)	9	-12	-17	1	-9	9	-6	14	0.5
COC(=O)Nc1ccc(S(=O)(=O)N(CCO)CCO)cc1	6	-4	-12	x	-6	x	1	23	1.1
O=C(O)C(Cc1ccccc1)N1C(=O)CCC1=O (stereo unspecified)	10	-4	-10	3	-11	12	0	10	0.7
COc1cccc(NC(=O)CN(C)C(=O)CCNC(=O)c2ccccc2OC)c1	10	-1	9	1	-4	-25	x	-1	-0.1
CCOCCOC(=O)C(C)Oc1ccc(Oc2nc(Cl)ccc2Cl)cc1 (stereo unspecified)	3	-6	-14	1	-4	5	-23	20	0.2

Exported with two lines to a compound: entries from further up.
Every second line gives: CHRM1 PAM, CHRM1 antagonist, CHO-K1 Ca antag, TAAR1 agonist, CHRM1 agonist, TAAR1 antag, CHO parental Ca, CHO-K1 Ca PAM, M1 ag parental
- CCn1c(=O)c(C(=O)NCCc2ccccc2)c(O)c2ccccc21
    3, -4, -2, 0, -3, -16, -43, 3, 0.9
- O=C(C/C=N/OCc1ccc(Cl)cc1)c1cnc(-c2ccccc2)s1
    1, -17, -1, 0, -3, -7, -2, 4, -0.2
- Cc1cc(C)c(C(=O)C(C)OC(=O)c2ccc(Cl)nc2)cc1C (stereo unspecified)
    -6, 4, -7, 2, -3, -1, -24, 4, 1.2
- Cn1c(=O)c2c(nc(CN3CCc4ccccc4C3)n2Cc2ccccc2F)n(C)c1=O
    7, -5, -4, 2, -4, -21, -28, 12, -0.3

Back to the main list, repeating the 6 entries before the break.
mol	CHRM1 PAM	CHRM1 antagonist	CHO-K1 Ca antag	TAAR1 agonist	CHRM1 agonist	TAAR1 antag	CHO parental Ca	CHO-K1 Ca PAM	M1 ag parental
COc1cccc(-c2ccc(SCC(=O)NC3CCCC3)nn2)c1	8	-13	-6	0	-2	-5	-14	25	1.1
COc1ccc2[nH]c3c(c2c1)CCN1C(=O)C(CC(=O)NCCCN(C)C)C[C@H](C(=O)N2CCCCC2)[C@@]31CCc1ccccc1 (stereo partly specified)	9	-12	-17	1	-9	9	-6	14	0.5
COC(=O)Nc1ccc(S(=O)(=O)N(CCO)CCO)cc1	6	-4	-12	x	-6	x	1	23	1.1
O=C(O)C(Cc1ccccc1)N1C(=O)CCC1=O (stereo unspecified)	10	-4	-10	3	-11	12	0	10	0.7
COc1cccc(NC(=O)CN(C)C(=O)CCNC(=O)c2ccccc2OC)c1	10	-1	9	1	-4	-25	x	-1	-0.1
CCOCCOC(=O)C(C)Oc1ccc(Oc2nc(Cl)ccc2Cl)cc1 (stereo unspecified)	3	-6	-14	1	-4	5	-23	20	0.2
CC(Oc1ccc2c(-c3ccccc3)cc(=O)oc2c1)C(=O)NCc1ccccn1 (stereo unspecified)	-2	-10	-7	2	-10	6	-9	12	2.4
Cc1ccc(N(CC(=O)NN=C2CCN(C)CC2)S(=O)(=O)c2ccccc2)c(C)c1	2	-3	4	2	-6	-23	-32	1	-0.2
CC(C)CNS(=O)(=O)c1cc(C(=O)N2CCOCC2)c(Cl)cc1Cl	11	-1	4	5	-2	-9	-7	9	-0.2
O=C1CC(c2ccccc2)CN1Cc1ccccc1 (stereo unspecified)	-3	6	-12	14	-6	6	0	0	0.7
Cc1cc2c(SCC(=O)NC3CCCC3)ncnc2s1	3	-8	-8	-1	-2	4	-6	12	0.4
O=C(Cn1c(=O)n(Cc2ccco2)c(=O)c2cc(Cl)ccc21)NCC1CCCO1 (stereo unspecified)	-5	4	-13	6	-7	-7	-10	16	0.6
O=C(CCl)N(c1ccccc1)C1CCS(=O)(=O)C1 (stereo unspecified)	-3	11	13	1	-3	2	-9	13	23*
O=C(NCc1ccccn1)c1ccc2c(=O)n3nc(Nc4ccccc4)sc3nc2c1	16	-10	-4	-2	-1	-2	-17	-5	1.3
CN1CC(=O)N(CCOc2ccccc2)C1=O	-3	9	0	5	-2	8	-8	-2	0.5
Cc1nc2c(-c3ccc(F)cc3)c(C)nn2c(C)c1CCC(=O)Nc1ccc(F)cc1F	16	-9	0	-1	3	-7	-19	11	1.5
CCOc1cc(CNCc2ccncc2)cc(Br)c1OCc1ccccc1F	1	4	3	8	1	35	2	14	2.2
CC(NC(=S)NCc1ccc(F)cc1)C12CC3CC(CC(C3)C1)C2 (stereo unspecified)	-18	13	2	6	-9	19	-9	-1	0.7
CCCc1ccc(NC(=O)C2CCN(c3cnccn3)CC2)cc1	3	-2	-6	-1	-1	-17	-17	1	1.0
O=S(=O)(NCc1ccccc1)c1ccc(S(=O)(=O)N(Cc2ccccn2)C2CCCC2)cc1	-15	-3	-5	4	-4	22	-5	5	3.4
O=c1c2ccccc2nnn1CSc1nc2ccccc2[nH]1	4	-1	10	2	-4	5	-5	-10	1.2
Cc1csc(NC(=O)CSc2nc3nc(C)cc(C)n3n2)n1	13	-4	-6	6	0	-14	-13	11	1.0
Cc1cnc(C(=O)OCC(=O)c2ccccc2)cn1	17	-16	-3	-1	0	8	4	6	0.3
O=C(Nc1cccc(C(F)(F)F)c1)c1ccc(Cn2cc(Br)cn2)o1	-5	18	-6	57*	5	54*	3	21	4.5
Cc1ccc2sc(N(CCCN(C)C)C(=O)c3ccc(S(=O)(=O)N(C)C4CCCCC4)cc3)nc2c1C	-2	5	4	53*	-3	31	-13	-1	3.1
CN(C)/C=C(/C(=O)c1ccc(Cl)cc1Cl)S(=O)(=O)c1ccc(Cl)cc1	5	2	3	0	-2	5	-7	15	-0.1
N#Cc1c(NC(=O)C2CC(c3ccccc3Cl)=NO2)sc2c1CCC2 (stereo unspecified)	10	-27	-3	18	3	12	-10	0	0.0
CCOc1ccccc1NC(=O)N1CCCC1C(=O)NCc1ccco1 (stereo unspecified)	23	-11	-12	4	3	-4	x	-2	-0.4
CCC(=O)N1CCc2cc(S(=O)(=O)Nc3ccccc3C)ccc21	-12	6	-12	2	-6	3	-7	-2	1.9
Cc1cc2ncn(-c3ncnc4scc(-c5ccccc5)c34)c2cc1C	4	-10	-7	-1	-6	8	-18	19	0.1
C/C(O)=c1/cnc2nc3ccccc3n2c1=O	3	0	3	7	-4	-4	-11	16	0.8
CCCc1cc(=O)[nH]c(SCC(=O)N(C)CC(=O)Nc2ccc(C)cc2)n1	6	-13	-15	7	-4	-13	-14	20	0.4
C=CCn1c(=S)[nH]c2cc(C(=O)NCCc3ccc(S(N)(=O)=O)cc3)ccc2c1=O	8	-5	-6	1	-5	11	-3	7	0.1
Cc1cc(-n2nc(C)cc2C)n2nc(C)c(-c3ccc(Cl)cc3)c2n1	2	-6	-14	3	-3	15	0	17	0.2
